Assay outcomes as filed in PubChem BioAssay.
PERK inhibitor: block of dimerizer-induced PERK translation repression, primary screen, PERK inhibitor project, CHO PERK-DD cells, SEAP luminescence, HTS; Eukaryotic translation initiation factor 2-alpha kinase 3 (Homo sapiens), Q9NZJ5; CHO PERK-DD fusion, SEAP luminescence translation reporter; inhibition, % at 5.6 µM; 220,000 compounds, 0.17% hits;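 active = inhibition above the mean inhibition of all tested compounds plus 3 SD, set separately per screening campaign, cut at about 2.9% in these data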;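 also: PERK kinase domain activated by AP20187 dimerizer at 100 nM; 0% = DMSO with dimerizer and 100% = rapamycin at 8.4 µM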
Cl transport mod: KCC2 cotransporter modulators, thallium flux, primary screen, cell-based, HEK293 KCC2, FluoZin-2 fluorescence, MLSMR. Solute carrier family 12 member 5 (Homo sapiens), Q9H2X9. KCC2 cells, thallium flux FluoZin-2 fluorescence. B-score of Tl+ flux slope (higher = more flux/activation; lower = inhibition) at 10 µM. 190,000 compounds, 2.2% hits;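 active = thallium flux slope and its plate-corrected score both differing from the plate sample mean at a set confidence after two filtering rounds, in either direction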;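 also: slope of fluorescence scaled to starting intensity during 10 to 20 s after thallium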
Furin inhibitor: human furin inhibitors, primary screen, biochemical, fluorescence intensity; purified furin, fluorogenic substrate cleavage; inhibition, % at 30 µM; 220,000 compounds, 0.061% hits; AID 463115, 2010; in the data active = inhibition above about 25%; also: inactives centre near -15
KLK5 inh: human KLK5 protease inhibitors, primary screen, biochemical, 1536-well; 210,000 compounds, 0.59% hits; recombinant hK5, fluorogenic AMC substrate cleavage; inhibition, % at 5 µM;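 active = inhibition of 40% or more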;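 also: 0% = enzyme controls without compound and 100% = no-enzyme blanks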
Rad51 HR inh: human RAD51 strand exchange inhibitors, primary screen, biochemical, fluorescence; 200,000 compounds, 0.085% hits; inhibition, % at 10 µM; hRad51 DNA strand exchange, fluorescence dequenching;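 active = inhibition above 40% at the single screening dose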;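 also: 0% = DMSO control wells and 100% = blanks with heterologous ssDNA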
Target sequence (Q06609 whole entry, looked up): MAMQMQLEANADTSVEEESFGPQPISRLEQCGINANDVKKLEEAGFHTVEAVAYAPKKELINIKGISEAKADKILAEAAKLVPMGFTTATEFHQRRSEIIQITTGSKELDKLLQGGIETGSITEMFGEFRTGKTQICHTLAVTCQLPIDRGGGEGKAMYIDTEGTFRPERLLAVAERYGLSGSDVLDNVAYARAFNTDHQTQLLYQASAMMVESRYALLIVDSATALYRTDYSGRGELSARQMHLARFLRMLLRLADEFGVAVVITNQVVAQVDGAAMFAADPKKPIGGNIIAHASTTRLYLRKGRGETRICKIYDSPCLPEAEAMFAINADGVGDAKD
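Read-out basis: percent inhibition relative to plate controls and blanks / Assay system: human Rad51 nucleoprotein filaments preassembled on unlabelled ssDNA / Timing: filaments 15 min 37 °C, then compound 30 min / Control set: per-plate controls and blanks / Technique: fluorescence dequenching at 485/520 nm / Compound: 10 µM final, single point / Also added: Fluorescein- and BHQ1-tagged 47-mer duplex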
Calpain2 inh: inhibitors of pig calpain II, primary screen, biochemical, fluorogenic peptide substrate, 1536-well | purified calpain II, 30 min | inhibition, % at 16 µM | 220,000 compounds, 0.37% hits;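 active = inhibition above about 50%, limit read from the data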
FXIa inh: human FXIa protease inhibitors, primary screen, biochemical, 1536-well; Coagulation factor XI (Homo sapiens), P03951; purified FXIa, Boc-Glu-Ala-Arg-AMC fluorogenic substrate; inhibition, % at 5 µM; 220,000 compounds, 0.14% hits;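 active = inhibition of at least 40%; inactive = inhibition below 40%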;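 also: fluorescence of freed AMC excited at 355 nm; 0% = enzyme without compound and 100% = no enzyme blank; many of its hits are not listed in these tables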
thrombin 1536: human alpha-thrombin inhibitors, primary screen, counter-screen for coagulation protease inhibitor project, biochemical, 1536-well, fluorogenic AMC substrate. Prothrombin (Homo sapiens), P00734. Boc-VPR-AMC fluorogenic substrate cleavage. inhibition, % at 5 µM. 220,000 compounds, 0.26% hits. AID 1046, 2008;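 active = inhibition at or above 40%; inactive = inhibition below 40%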;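 also: 0% = enzyme with no compound and 100% = wells without enzyme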
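Material: human alpha-thrombin enzyme / Medium: pH 7.5 Tris (50 mM) with NaCl 150 mM, Tween 20 0.05% / Compound: single-point dosing at 5 µM, 0.2% DMSO / Incubation: enzyme reaction carried out at room temperature / Detection: AMC fluorescence, 355/460 nm / Read-out basis: percent inhibition scaled between no-compound controls and no-enzyme blanks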
FXIIa inh: human FXIIa protease inhibitors, primary screen, biochemical, 1536-well; 220,000 compounds, 0.3% hits; purified FXIIa, Boc-QGR-AMC fluorogenic substrate, 2 h; Coagulation factor XII (Homo sapiens), P00748; inhibition, % at 5 µM; AID 800, 2007; in the data active = inhibition above about 40%;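 also: 0% = enzyme with no compound and 100% = blank without enzyme; many of its hits are not listed in these tables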
Target sequence (P00748 20-372 limits assumed): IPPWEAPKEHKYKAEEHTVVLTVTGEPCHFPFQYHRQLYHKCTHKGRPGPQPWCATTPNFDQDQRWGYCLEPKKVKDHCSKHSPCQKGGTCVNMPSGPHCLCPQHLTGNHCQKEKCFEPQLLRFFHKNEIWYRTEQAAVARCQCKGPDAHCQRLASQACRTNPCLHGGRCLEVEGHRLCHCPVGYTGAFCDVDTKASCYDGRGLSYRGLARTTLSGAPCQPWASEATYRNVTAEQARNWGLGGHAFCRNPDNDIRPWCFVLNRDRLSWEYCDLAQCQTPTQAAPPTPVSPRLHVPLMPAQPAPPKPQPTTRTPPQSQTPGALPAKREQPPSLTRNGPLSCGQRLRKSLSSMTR
Target sequence (P00748 373-615 limits assumed): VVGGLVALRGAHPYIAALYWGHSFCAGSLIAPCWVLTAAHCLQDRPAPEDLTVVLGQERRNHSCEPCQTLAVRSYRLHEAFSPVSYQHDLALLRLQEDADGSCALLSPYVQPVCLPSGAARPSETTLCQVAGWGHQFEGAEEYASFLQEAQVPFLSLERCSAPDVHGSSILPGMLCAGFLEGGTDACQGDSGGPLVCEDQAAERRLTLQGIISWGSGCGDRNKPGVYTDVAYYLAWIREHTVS
Active calls of the source: *; i = inactive; nt = no result given; [ ] = remark or other dose.

SMILES | PERK inhibitor | Cl transport mod | Furin inhibitor | KLK5 inh | Rad51 HR inh | Calpain2 inh | FXIa inh | thrombin 1536 | FXIIa inh
O=C(NCC(c1cccnc1)N1CCN(c2ccccc2)CC1)c1ccc2c(c1)OCO2 (stereo not drawn) | -1.4 | -0.247 | -9.5[20 µM] | -15.3 | 5.3 | -5.7 | 2.2 | -4.5 | 8.8
O=C(c1cccs1)N1CCc2ccccc21 | 1.0 | -1.17 | -11.4[20 µM] | -11.9 | -1.6 | 20.2 | 18.9 | 0.2 | 18.9
CCOc1ccc(-c2nnc3ccc(SCC(=O)Nc4nc5ccc(C)cc5s4)nn23)cc1 | -0.1 | 0.403 | -22.3 | -1.4 | -13.0 | -163.6 | 5.9 | -1.1 | 0.8
O=C(NCCCn1ccnc1)/C(=C\c1cccs1)NC(=O)c1ccco1 | 0.1 | -0.127 | -6.5 | -22.4 | 2.0 | 22.6 | -13.5 | -4.4 | -2.9
Cc1ccccc1Cn1c(C)cc(C)c(C#N)c1=O | 0.6 | 0.851 | -15.9 | -5.8 | 18.9 | 9.2 | 0.0 | -4.4 | 6.3
O=C(Nc1c(F)cc(F)cc1Br)c1cc2nc(C(F)F)cc(C(F)F)n2n1 | -0.2 | -0.0997 | -17.4[20 µM] | -11.1 | 8.0 | -19.3 | 3.3 | 1.0 | 15.4
O=C(NCC1(c2ccccc2)CCCC1)C(=O)NCC1(c2ccccc2)CCCC1 | 0.1 | -0.158 | -11.3[20 µM] | 1.3 | 2.9 | -12.4 | 14.9 | 3.2 | 21.0
COc1cccc(-n2c(SCc3ccccn3)nc3c(c2=O)SCC3)c1 | 0.1 | -1.5 | -15.2 | -7.0 | -20.2 | -2.4 | -4.9 | 2.6 | 9.9
COc1ccccc1NC(=O)Nc1ccc(Cc2ccncc2)cc1 | -0.3 | -2.51 | -14.6 | -3.9 | nt | -1.5 | -1.0 | -10.9 | -2.3
CC1=C(C(=O)OC2CCCC2)C(c2coc3ccc(C)cc3c2=O)C2=C(CCCC2=O)N1 (stereo not drawn) | -0.1 | -1.9 | -17.0 | -0.9 | 8.1 | -19.8 | 2.7 | -2.7 | 0.5
COC(=O)C1=CNC=C(C(=O)OC)C1c1ccccc1Cl | 0.8 | -0.684 | -19.9[20 µM] | -207.3 | 2.2 | i | -15.6 | -10.9 | -21.7
CC(=O)Nc1ccc(NC(=O)c2c(C)nc3ccccn23)cc1 | 0.4 | 0.504 | -26.0 | -18.5 | -2.6 | 10.3 | 7.2 | -9.1 | 22.5
NS(=O)(=O)c1ccc(CNC(=O)C23CC4CC(CC(C4)C2)C3)cc1 | -0.6 | nt | -16.2[20 µM] | -8.7 | -1.0 | -18.3 | 3.6 | 2.5 | 15.5
CCCCNCCCCOc1ccccc1 | -0.3 | 0.0299 | -23.1[20 µM] | -15.6 | 0.7 | -43.8 | 2.6 | -5.1 | 8.0
CCCOC(=O)C1=C(C)NC2=C(C(=O)CC(C)(C)C2)C1c1ccc(N(C)C)cc1 (stereo not drawn) | -1.2 | 0.613 | -31.7 | 5.2 | 1.0 | -18.1 | 3.4 | -2.4 | 2.5
Cc1ccccc1OCCc1c(C)[nH]c(=S)[nH]c1=O | 0.0 | 0.207 | -19.7 | -9.7 | -12.4 | 27.3 | -4.2 | -10.1 | 0.5
C/C(CC(=O)Nc1ccc2ccccc2c1)=N\NC(=O)c1cnccn1 | -0.6 | -2.08 | -22.9 | -5.6 | 5.9 | -7.2 | -3.0 | -6.8 | 7.7
Cc1ccc2occ(/C=N/NC(=O)[C@@H](N)Cc3ccccc3)c(=O)c2c1 | 0.0 | -0.162 | -16.8 | -13.5 | 6.8 | -38.2 | -2.0 | -0.2 | 7.7
CCOC(=O)Cn1c(Br)nc2c1c(=O)[nH]c(=O)n2C | 0.7 | 0.319 | 0.3[20 µM] | -3.0 | 5.7 | -7.6 | 8.6 | -1.1 | 17.9
c1ccc(Cc2nnc3sc(-c4ccc5c(c4)OCO5)nn23)cc1 | 1.0 | 0.0258 | -13.1[20 µM] | nt | -2.2 | nt | nt | nt | nt

Just FXIIa inh, for some of the entries so far:
smiles,FXIIa inh
Cc1ccc2occ(/C=N/NC(=O)[C@@H](N)Cc3ccccc3)c(=O)c2c1,7.7
CCCCNCCCCOc1ccccc1,8.0
Cc1ccccc1Cn1c(C)cc(C)c(C#N)c1=O,6.3
CCOc1ccc(-c2nnc3ccc(SCC(=O)Nc4nc5ccc(C)cc5s4)nn23)cc1,0.8

Carrying on.
SMILES | PERK inhibitor | Cl transport mod | Furin inhibitor | KLK5 inh | Rad51 HR inh | Calpain2 inh | FXIa inh | thrombin 1536 | FXIIa inh
O=C(c1ccco1)N1CCN(CCOCCOc2cccc3ccccc23)CC1 | -1.9 | 0.0812 | -19.5[20 µM] | 6.5 | -4.8 | -5.4 | -6.3 | -1.6 | -3.6
COc1ccccc1NC(=O)Cn1nnc2sc3c(c2c1=O)CC(C)(C)OC3 | -0.9 | 0.00447 | -4.5 | -6.8 | nt | -31.5 | -4.5 | -19.1 | 6.7
c1ccc(-c2csc(N3CCOCC3)n2)cc1 | 0.6 | 0.0732 | -2.4[20 µM] | -27.6 | 2.5 | -50.7 | 8.3 | -9.1 | 14.4
COc1ccc(NC(C)=O)cc1NC(=O)CSc1nnc(-c2cccnc2)n1C | 1.7 | nt | -17.1 | -5.5 | -3.0 | -27.7 | 3.6 | -6.8 | 17.2
COc1cc(C=O)c(Br)cc1OCC(=O)NCCc1ccccc1 | 0.6 | -0.92 | -19.3 | -11.6 | -12.0 | -12.9 | 6.6 | 0.0 | -0.3
CCOC(=O)c1cnc2c(C(=O)OC)cccc2c1NCc1cccnc1 | -0.1 | -0.0281 | -9.6 | -8.8 | 16.4 | -49.0 | -4.4 | -1.7 | 5.6
O=C(CN1CCOc2ccccc21)NCc1ccccc1 | 0.5 | -1.14 | -10.3 | -14.9 | nt | -14.1 | 9.8 | -1.2 | 16.1
COc1ccc(/C(N)=N/OC(=O)CCc2ccccc2)cc1OC | 2.2 | -0.1 | -24.5 | nt | nt | 8.8 | -2.8 | -0.9 | 3.7
Cc1cccc(-c2nnc(SCC(=O)C(C)(C)C)n2C)c1 | -1.9 | 0.102 | -8.3 | -2.9 | 12.4 | 3.4 | -4.0 | -3.7 | 4.5
COc1ccc2cc(/C=N/NC(=O)CN(c3ccccc3C)S(=O)(=O)c3ccccc3)c(Cl)nc2c1 | 0.9 | -1.74 | -51.4 | -9.3 | nt | -107.3 | 2.0 | 4.0 | 3.9
Nc1nc(SCc2ccc(Br)cc2)[nH]c(=O)c1-c1ccccc1 | 2.0 | 0.456 | -18.7 | nt | nt | 3.9 | -0.7 | -1.3 | 3.5
O=C(CSc1ccc(Cl)cc1)N/N=C/c1cccnc1 | -0.9 | -0.266 | -4.4 | -2.0 | nt | 35.6 | -5.0 | -0.3 | 2.8
COC1(OC)N=C(N)C2(C#N)C(c3cccc(Oc4ccccc4)c3)C12C#N (stereo not drawn) | 0.2 | nt | -27.2 | -0.8 | -11.9 | -4.8 | 0.2 | 2.9 | -9.6
CSCc1cc(N2CCOCC2)nc(SCc2ccc(Cl)c(Cl)c2)n1 | -0.4 | -0.00136 | -14.4 | -26.3 | 2.9 | -14.5 | -11.3 | -1.4 | 6.7
Cn1nc(CC(=O)NC2CCCCCCCCCCC2)c2ccccc2c1=O | 0.2 | 0.761 | -32.1[20 µM] | 10.6 | nt | -0.4 | -4.0 | 0.0 | 12.3
O=C(NCc1ccc(F)cc1)c1cc2c(s1)CCCC2 | -0.3 | 0.233 | -5.2[20 µM] | -1.2 | 4.4 | -3.6 | 1.5 | 2.7 | 9.0
CN(Cc1ccccc1)C(=O)CCC(=O)N(C)Cc1ccccc1 | 0.5 | -0.794 | -27.2 | 4.4 | -5.1 | -6.6 | 5.8 | 3.1 | 10.0
O=c1cc(CO)oc(C(Nc2ccccn2)c2ccccc2F)c1O (stereo not drawn) | 0.3 | 0.411 | -24.7 | nt | 2.0 | nt | nt | nt | nt
O=S(=O)(NCC1CCCO1)c1ccc(S(=O)(=O)N(Cc2ccccn2)C2CC2)cc1 (stereo not drawn) | -0.3 | 0.832 | -14.9 | -14.1 | 6.9 | -4.0 | -2.9 | -10.7 | 2.3
FC(F)(F)Oc1ccc(-c2cn3cccnc3n2)cc1 | 0.2 | 0.0406 | -46.9 | -16.6 | 10.0 | -315.5 | -10.6 | -2.7 | -14.6
CCOC(=O)c1nn(-c2cccc(Cl)c2)c2nc(Nc3ccccc3)cc(=O)n12 | 0.1 | 0.557 | -9.4 | -16.0 | 7.7 | -108.4 | -0.5 | -7.0 | 1.8
CC(=O)Nc1ccc(S(=O)(=O)N2CCN(Cc3ccncc3)CC2)cc1 | 1.5 | 1.5 | -9.5[20 µM] | 0.2 | 4.5 | -35.5 | -3.0 | -2.7 | 12.1
O=C(Nc1cccc(-c2csc(Nc3cccc(C(F)(F)F)c3)n2)c1)c1ccccc1 | nt | -0.0537 | -17.0 | -0.9 | -6.8 | -24.4 | -1.8 | -4.2 | 2.0
COc1ccc(/C(CC2OC(=O)c3ccccc32)=N\NC(N)=O)cc1 (stereo not drawn) | 0.2 | -0.29 | -23.4 | -16.4 | 17.0 | 9.5 | -3.1 | 4.3 | -1.0
O=C(COc1ccccc1)Nc1ccc(CSc2ccccc2)cc1 | 2.1 | nt | -19.2 | -5.3 | 4.1 | 3.1 | 4.9 | 2.0 | 17.4
NNc1nc2sc3c(c2c(=O)n1Cc1ccccc1)CCC3 | -1.7 | 4.05* | -9.2 | -7.2 | -16.6 | -50.9 | -0.1 | -5.0 | 1.8
Cc1cc(NC(=O)c2ccc(NC(=O)C3CC3)cc2)no1 | 0.5 | 0.69 | -19.7 | -14.5 | -3.7 | -13.3 | -2.8 | 3.0 | -2.4

Looked up above.
Under Calpain2 inh, O=C(COc1ccccc1)Nc1ccc(CSc2ccccc2)cc1 reads 3.1
Under Furin inhibitor, O=C(Nc1cccc(-c2csc(Nc3cccc(C(F)(F)F)c3)n2)c1)c1ccccc1 reads -17.0
Under Furin inhibitor, CCOC(=O)c1nn(-c2cccc(Cl)c2)c2nc(Nc3ccccc3)cc(=O)n12 reads -9.4
Under FXIIa inh, CC(=O)Nc1ccc(S(=O)(=O)N2CCN(Cc3ccncc3)CC2)cc1 reads 12.1

The list is partial; rates above refer to the full screens.
